# S100A4 inh HTS: inhibitors of S100A4-myosin IIA peptide binding, primary screen, biochemical, fluorescence polarization, TAMRA-MyoIIA peptide | Protein S100-A4 (Homo sapiens), P26447 | inhibition, % at 10.7 µM | 360,000 compounds, 0.14% hits | AID 652163, 2013;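 active = mean inhibition of at least 70% across replicates, with every replicate also reaching that level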
# Target sequence (P26447 whole entry, looked up): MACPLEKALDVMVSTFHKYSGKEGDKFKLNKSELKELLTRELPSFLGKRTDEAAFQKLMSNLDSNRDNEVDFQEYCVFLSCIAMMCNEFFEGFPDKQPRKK
#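 Material: S100A4 monomer protein / Buffer or medium: 50 mM HEPES pH 7.2, 10 mM CaCl2, 100 mM KCl / Times: 5 min incubation before reading / Benchmarks: neutral control DMSO, positive control TFP / Reagent: labelled myosin peptide probe, 5 nM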
# PGC1a acetyl inh: inhibitors of PGC1a acetylation signal, primary screen, cell-based, U2OS, AlphaScreen, inhibitor mode | AlphaScreen anti-acetyl-lysine; with virally co-expressed GCN5 acetyltransferase | inhibition, % at 15.6 µM | 350,000 compounds, 0.17% hits | AID 651687, 2012;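 active = every replicate shows inhibition of at least 40%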;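 also: 0% = neutral control wells and 100% = positive control wells; some results beyond the cut were filed as inactive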
# FN deposition inh: inhibitors of fibronectin matrix deposition, primary screen, AH1F cells, Alexa488-fibronectin fluorescence, plate reader; AH1F fibroblasts, overnight; inhibition, % at 12.6 µM; 350,000 compounds, 0.086% hits; AID 743247, 2014;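 active = mean inhibition across replicates of 30% or more, regardless of how many single replicates reach that level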;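 also: positive control wells lacked labelled fibronectin entirely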
#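 Material – AH1F fibroblast monolayer, labelled fibronectin deposition · Reagent – labelled fibronectin 24 nM · Timing – 1 h adhesion, overnight exposure · Measured by – fluorescence at 485 nm excitation, 525 nm emission · Read-out – inhibition of fibronectin deposition signal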
# LGR2 antag: inhibitors of bursicon-induced LGR2 CRE-luciferase signal, primary screen, cell-based, HEK293, CRE-luciferase reporter, bursicon stimulation; Drosophila bursicon receptor LGR2 (rickets); bursicon-stimulated, 4 h; inhibition, % at 9.99 µM; 380,000 compounds, 0.35% hits; AID 720647, 2013;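 active = drop in luminescence signal, shown as inhibition above about 50% in the replicate tests, limit read from the data, passing the limit was not always enough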;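 also: agonist challenge used bursicon conditioned medium at about half maximal strength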
# ERAP1 HTS inh: human ERAP1 aminopeptidase inhibitors, primary screen, biochemical, single point, plate reader | recombinant ERAP1, Leu-AMC fluorescence, 60 min | Endoplasmic reticulum aminopeptidase 1 (Homo sapiens), Q9NZ08 | inhibition, % at 10.7 µM | 340,000 compounds, 0.15% hits;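 active = mean replicate inhibition of at least 30%, or all replicates individually reaching that 30% level; inactive = mean below 30% and not every replicate reaching it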;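 also: 0% = neutral control wells and 100% = L-leucinethiol positive control wells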
# Target sequence (Q9NZ08 whole entry, looked up): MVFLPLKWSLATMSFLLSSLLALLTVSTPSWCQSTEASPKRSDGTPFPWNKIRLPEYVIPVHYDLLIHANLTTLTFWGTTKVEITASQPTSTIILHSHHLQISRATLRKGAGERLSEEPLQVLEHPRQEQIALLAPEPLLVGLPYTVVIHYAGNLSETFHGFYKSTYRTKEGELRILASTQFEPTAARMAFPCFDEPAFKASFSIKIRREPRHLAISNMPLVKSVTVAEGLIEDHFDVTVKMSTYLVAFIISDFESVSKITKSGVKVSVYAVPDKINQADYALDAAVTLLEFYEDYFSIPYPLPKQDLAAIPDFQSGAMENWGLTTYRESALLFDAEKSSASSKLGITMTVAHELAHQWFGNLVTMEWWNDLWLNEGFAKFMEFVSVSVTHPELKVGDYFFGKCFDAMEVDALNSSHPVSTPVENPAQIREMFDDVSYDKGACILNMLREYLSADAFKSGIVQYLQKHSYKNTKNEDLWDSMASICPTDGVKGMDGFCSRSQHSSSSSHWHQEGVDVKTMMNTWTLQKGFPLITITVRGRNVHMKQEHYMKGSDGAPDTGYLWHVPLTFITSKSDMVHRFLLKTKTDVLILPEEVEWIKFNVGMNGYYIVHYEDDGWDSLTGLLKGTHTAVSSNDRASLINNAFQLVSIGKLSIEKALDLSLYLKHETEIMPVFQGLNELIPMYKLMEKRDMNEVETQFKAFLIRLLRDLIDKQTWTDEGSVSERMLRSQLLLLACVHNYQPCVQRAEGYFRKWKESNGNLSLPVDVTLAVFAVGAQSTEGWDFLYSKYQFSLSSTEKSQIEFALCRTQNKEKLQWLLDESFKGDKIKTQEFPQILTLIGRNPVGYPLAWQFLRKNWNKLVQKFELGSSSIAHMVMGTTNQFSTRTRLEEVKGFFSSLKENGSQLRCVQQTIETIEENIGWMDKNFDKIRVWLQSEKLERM
# EWS-Fli block: EWS/Fli-driven NR0B1 reporter inhibitors, primary screen, A673 cells, NR0B1 luciferase, luminescence, MLPCN library; viability-normalised; inhibition, % at 12.6 µM; 350,000 compounds, 0.67% hits; AID 651661, 2012;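 active = mean inhibition of at least 50% after viability correction, with every replicate also passing that limit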;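 also: firefly luciferase signal divided by Alamar Blue viability fluorescence both relative to DMSO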
# PglD DTNB: C. jejuni PglD acetyltransferase inhibitors, primary screen, biochemical, DTNB colorimetric, single point; UDP-N-acetylbacillosamine N-acetyltransferase PglD (Campylobacter jejuni); purified PglD enzyme, DTNB colorimetric CoA detection; 360,000 compounds, 0.098% hits; AID 602405, 2012; inhibition, % at 12.5 µM; in the data active = inhibition above about 16%, passing the limit was not always enough; also: strong numbers were not always called active
# PAX8 reporter: inhibitors of PAX8-driven TPO luciferase reporter, primary screen, RMG-I cells, single concentration; SteadyGlo, 24 h; inhibition, % at 12.6 µM; 360,000 compounds, 1.2% hits; AID 652154, 2013;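 active = mean replicate inhibition at least 60% with every replicate also reaching 60%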;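 also: luciferase light reporting Pax8 driven TPO promoter activity; plate controls were median of neutral control wells for no effect and mitoxantrone controls for full effect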
# * = called active by the depositor; . = no result given. Outcome played no part in choosing rows; 2.1% or so of the library scored in one or more.
SMILES,S100A4 inh HTS,PGC1a acetyl inh,FN deposition inh,LGR2 antag,ERAP1 HTS inh,EWS-Fli block,PglD DTNB,PAX8 reporter
Cc1cccc(C)c1Nc1nnc(SCC(=O)c2ccc(Br)s2)s1,0,.,.,11,7,75*,.,-13
CO[C@@H]1CN(C)C(=O)c2cc(NS(C)(=O)=O)ccc2OC[C@@H](C)N(CC2CCCCC2)C[C@@H]1C,-1,7,10,20,-2,4,-6,.
CCS(=O)(=O)N[C@@H]1C=C[C@H](CC(=O)NCc2ccccn2)O[C@@H]1CO,-42,-14,-2,19,2,.,.,-26
COc1ccc(CCn2ccc(O)c(Cc3ccc(Cl)cc3Cl)c2=O)cc1OC,3,.,6,-7,-1,5,.,-19
Cc1ccc(C(=O)NCc2ccco2)cc1S(=O)(=O)N1CCCC1,-1,-16,.,-7,0,4,-4,-7
O=C(NCc1ccccc1Cl)c1ccc(CSc2nc3ccncc3[nH]2)cc1,1,-7,-5,9,0,7,-1,9
CC1C(=O)N(Cc2cn(CCC3OCCO3)nn2)CCS(=O)(=O)N1Cc1ccc(-c2cccc(CO)c2)cc1 (centres undefined),-3,5,-3,-2,-2,-9,-9,-15
C[C@@H]1CN([C@@H](C)CO)C(=O)c2cc(N(C)C)ccc2O[C@@H]1CN(C)C(=O)Nc1ccc(F)cc1,-44,-12,.,1,1,-6,4,-16
O=c1cc(-c2ccccc2)oc2ccccc12,-3,-2,.,-69,0,-64,-3,.
O=C(Cn1cnc2ccccc21)Nc1ccccc1-c1ccccc1,-3,.,7,0,1,5,5,19
COCC(=O)Nc1ccc2c(c1)C(=O)N(C)C[C@H](OC)[C@@H](C)CN(C(=O)Cc1ccccn1)[C@@H](C)CO2,2,-5,-11,-3,-2,1,3,-21
CC(=O)Nc1ccc(S(=O)(=O)NCC2CCC(C(=O)NCc3ccccc3)CC2)cc1 (centres undefined),0,.,0,6,0,2,.,-7
CCC(C(=O)NCc1ccccc1OC)c1ccccc1 (centres undefined),2,.,-2,.,6,5,.,-8
C/C(=N/NC(=O)c1ccccc1)C(=O)O,3,7,0,-13,7,3,.,-7
COc1ccccc1S(=O)(=O)N1[C@@H]2CNC[C@H]1[C@H]2c1ccc(-c2ccccc2C)cc1,-2,.,-8,21,1,.,.,.
COc1ccc(-c2ccc3c(c2)[C@@H]2[C@@H](CCN2S(=O)(=O)c2ccccc2C)[C@H](CO)N3C)cc1,.,11,2,-15,.,10,2,-2
CSC(=S)N(C)C1CCS(=O)(=O)C1 (centres undefined),.,.,-2,10,.,.,0,-2
O=C1Nc2ccc(Br)cc2C1Cc1ccccc1F (centres undefined),-4,9,6,8,0,-36,-5,21
C[C@H]1CN([C@@H](C)CO)C(=O)c2cccc(NS(=O)(=O)c3cccs3)c2O[C@H]1CN(C)S(C)(=O)=O,-17,-4,.,16,-1,0,-1,.
O=C(NCCc1ccccc1)[C@H]1[C@H](CO)[C@H]2Cn3c(cccc3=O)[C@@H]1N2C(=O)C1CCC1,4,.,.,1,-1,-3,4,.
COc1ccc(S(=O)(=O)Nc2cccc3c2O[C@@H](CN(C)Cc2ccccc2)[C@@H](C)CN([C@@H](C)CO)C3=O)cc1,-10,-7,.,-36,-1,0,-2,-6
COc1ccc(CN(C)C[C@@H]2Oc3ccc(NC(=O)Nc4ccc(F)cc4)cc3C(=O)N([C@H](C)CO)C[C@H]2C)cc1,-19,0,.,13,2,5,7,-11
CC(C)NC(=O)Nc1cccc2c1O[C@@H](CN(C)S(C)(=O)=O)[C@@H](C)CN([C@@H](C)CO)C2=O,-9,8,-13,10,-1,-8,3,-11
COCC(=O)N1C[C@@H](C)[C@@H](OC)CN(C)C(=O)c2cc(NC(=O)Nc3cccc(F)c3)ccc2OC[C@H]1C,-12,-10,7,-16,-4,-2,0,2
COc1ccc(CNC(=O)c2cncc(Br)c2)cc1,0,-4,5,6,-1,-17,-9,-14
CSc1nnc2c3cc(F)ccc3n(C)c2n1,-4,.,-5,-4,0,-4,0,47
COCCN(C[C@H]1[C@H](c2ccccc2)[C@@H](CO)N1C(=O)C1CC1)C(C)=O,3,-1,-26,12,3,-1,7,-7
Cc1ccc(S(=O)(=O)Nc2ccc3c(c2)CC(=O)N([C@@H](C)CO)C[C@@H](C)[C@@H](CN(C)Cc2ccncc2)O3)cc1,1,6,.,9,0,6,0,0
O=C(N[C@H]1CC[C@H](CCn2cc(C3(O)CCCC3)nn2)O[C@@H]1CO)C1CC1,5,-19,.,11,-1,13,2,16
CO[C@@H]1CN(C)C(=O)c2ccc(NC(=O)C3CC3)cc2OC[C@@H](C)N(CC2CCOCC2)C[C@H]1C,1,-2,-12,10,1,-9,4,.
CCc1ccc(N(CC(=O)NCc2ccco2)C(=O)CCC(=O)Nc2ccccn2)cc1,-9,-6,-2,14,-2,1,-7,11
NS(=O)(=O)c1cccc(NC(=O)CCSc2ccccc2Cl)c1,8,6,3,.,1,-75,1,33
CCOC(=O)CCNCc1ccc(OC)c(OC)c1,2,.,7,17,.,3,.,-11
C[C@@H]1CN([C@@H](C)CO)C(=O)c2cc(NS(=O)(=O)c3cn(C)cn3)ccc2O[C@@H](C)CCCCO[C@H]1CN(C)C(=O)Nc1cccc2ccccc12,.,-14,.,7,.,-15,-2,-12
O=C(C[C@@H]1CC[C@@H]2[C@H](COC[C@@H](O)CN2C(=O)Nc2ccc(Cl)cc2)O1)NCCc1ccncc1,0,-1,-17,-29,-4,-48,1,-31
CCc1nnc(NS(=O)(=O)c2ccc(NC(=O)/C=C/C(=O)O)cc2)s1,-3,-3,1,3,7,10,0,-16
COc1ccc(S(=O)(=O)Nc2ccc3c(c2)CC(=O)N([C@@H](C)CO)C[C@@H](C)[C@@H](CN(C)S(=O)(=O)c2cccs2)O3)cc1,0,-13,1,1,-3,11,3,-20
O=C(CCCOc1ccccc1)Nc1nnc(C2CCCO2)s1 (centres undefined),.,13,-2,.,.,.,-1,-27
COc1ccc(CC(=O)Oc2ccc(C)cc2Br)cc1OC,0,1,.,1,-5,.,2,9
CC(C(=O)NCc1ccco1)n1ccc2cc(S(=O)(=O)N3CCCC3)ccc21 (centres undefined),-3,1,7,-2,0,.,-3,7
O=C(c1ccc2c(c1)OCO2)N1CCCC(c2ccccc2)C1 (centres undefined),1,1,.,-24,2,-11,0,.
COc1cc2c(c(OC)c1OC)-c1ccc(OC)c(=O)cc1[C@@H](N(C)CC#CCO)CC2,-2,.,-6,2,2,54*,3,77*
S=c1[nH]nc(-c2cc(-c3ccsc3)n[nH]2)n1-c1ccccc1,-17,1,-1,5,0,21,3,16
O=C1C=C(NCCN2CCOCC2)CC(c2ccccc2)C1 (centres undefined),2,8,.,-6,0,0,-2,.
CCC(=O)N1C[C@@H](C)[C@H](OC)CN(C)C(=O)c2cc(NC(=O)Nc3ccccc3)ccc2OC[C@H]1C,8,-1,-2,-11,0,5,-1,1
CC(C)NC(=O)N(C)C[C@@H]1OCCCC[C@H](C)Oc2ccc(NC(=O)Nc3ccc4c(c3)OCO4)cc2C(=O)N([C@H](C)CO)C[C@@H]1C,-10,-7,.,-6,1,-47,1,-2
CCCC(C)c1nnc(NC(=O)C2CCCO2)s1 (centres undefined),-5,4,.,-7,7,-11,-3,.
O=C(NCCc1ccccc1)C1CCN(S(=O)(=O)N2CCCCC2)CC1,4,5,-20,-5,-2,.,-3,-2
CC(C)CC#Cc1ccc([C@@H]2[C@H](CO)N3C(=O)CN(C(=O)Cc4cccnc4)C[C@@H]23)cc1,.,5,.,5,.,2,.,-2
CC(=O)N(CC(C)C)C[C@@H]1[C@H](c2ccc(C3=CCCC3)cc2)[C@H](CO)N1C(C)=O,4,.,-8,-6,0,-10,.,.
COc1ccc(C2Nc3ccccc3C(=O)N2NS(=O)(=O)c2ccc(C)cc2)c(OC)c1 (centres undefined),0,.,-6,-7,4,-4,2,2
COc1cccc(-c2cc(C(=O)Nc3cccc(O)c3)no2)c1,.,-12,-5,79*,.,.,1,.
O=C(COC(=O)c1ccc2ncsc2c1)NCc1ccc(F)cc1,-2,-1,1,-24,2,-15,2,-24
Cc1ccc(CC(=O)N2CCN(c3ccc([N+](=O)[O-])cc3)CC2)cc1,-4,-113,-3,4,0,-4,-10,4
O=C1NC[C@@H](CCCCN2C[C@H](Cc3ccc(O)cc3)N(CCc3ccccc3)C(=O)C2=O)N(CCc2ccccc2)C1=O,-3,.,14,-38,-4,-1,.,-21
Cc1ccc(CN2CCC(=O)N2)cc1,0,0,3,0,-1,-18,0,16
COc1ccc(C(C(=O)NC2CCCC2)N(CCO)C(=O)Cn2nnc(-c3ccc(C)o3)n2)cc1 (centres undefined),0,-1,-2,-6,-2,-5,-3,-14
COC(=O)c1nc(N)sc1C(C)C,-1,5,.,-3,1,-9,.,19
O=C1NC(=O)c2cc(NC(=O)c3cccc4ccccc34)ccc21,-1,-12,-1,11,-5,-3,.,-1
CC(C)C1Nc2ccc(C(=O)NCc3ccco3)cc2NC1=O (centres undefined),0,-2,6,-3,1,4,-2,4

# One compound at a time, from the list above.
# C/C(=N/NC(=O)c1ccccc1)C(=O)O as listed: S100A4 inh HTS = 3; PGC1a acetyl inh = 7; FN deposition inh = 0; LGR2 antag = -13; ERAP1 HTS inh = 7; EWS-Fli block = 3; PglD DTNB = .; PAX8 reporter = -7
# COc1ccc(-c2ccc3c(c2)[C@@H]2[C@@H](CCN2S(=O)(=O)c2ccccc2C)[C@H](CO)N3C)cc1 as listed: S100A4 inh HTS = .; PGC1a acetyl inh = 11; FN deposition inh = 2; LGR2 antag = -15; ERAP1 HTS inh = .; EWS-Fli block = 10; PglD DTNB = 2; PAX8 reporter = -2
# COCC(=O)N1C[C@@H](C)[C@@H](OC)CN(C)C(=O)c2cc(NC(=O)Nc3cccc(F)c3)ccc2OC[C@H]1C as listed: S100A4 inh HTS = -12; PGC1a acetyl inh = -10; FN deposition inh = 7; LGR2 antag = -16; ERAP1 HTS inh = -4; EWS-Fli block = -2; PglD DTNB = 0; PAX8 reporter = 2

# Continued.
SMILES,S100A4 inh HTS,PGC1a acetyl inh,FN deposition inh,LGR2 antag,ERAP1 HTS inh,EWS-Fli block,PglD DTNB,PAX8 reporter
Cn1cnc(S(=O)(=O)N[C@H]2CC[C@H](CC(=O)N3CCN(c4ccccc4)CC3)O[C@H]2CO)c1,4,-1,12,4,-1,-10,-2,8
COc1cccc(-c2cnc3c(c2)C(=O)N([C@@H](C)CO)C[C@H](C)[C@@H](CN(C)Cc2ccccc2)O3)c1,5,-7,.,0,8,7,-2,9
Cc1nn(C)cc1CNC(=O)c1ccc(F)cc1,5,.,-12,6,0,4,.,52
COc1ccc(-c2nc(CNS(=O)(=O)c3ccc(OC)c(OC)c3)cs2)cc1,4,1,2,12,-4,2,-3,-11

# Compound activity deposited in PubChem BioAssay by Broad Institute.
